PGC1a acetyl inh: PGC1a acetylation modulation, inhibitor mode. U2OS PGC1a acetylation, AlphaScreen anti-acetyl-lysine; with virally co-expressed GCN5 acetyltransferase. inhibition, % at 15.6 µM. hit rate 0.17% among 350,000. AID 651687;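 active = every replicate shows inhibition of at least 40%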;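 note: 0% = neutral control wells and 100% = positive control wells; some results beyond the cut were filed as inactive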
Xi reactivation: reactivates the inactive X chromosome in mouse fibroblasts; hit rate 0.055% among 360,000; XiGFP mouse fibroblasts, % GFP-positive cells imaging, 3 d; cells co-treated with 5-aza-dC sensitizer; scaled so ellipticine positive control = 100%; activation, % at 7.58 µM;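 active = mean normalized replicate activation at least 10% and every replicate at or above 10%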;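 note: 0% = median of on-plate neutral control wells and 100% = ellipticine 6 µM median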
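System: XiGFP fibroblasts, SV40-immortalized. Medium: DMEM plus 5-aza-dC sensitizer. Doses: single point. Timing: 3 d treatment, 15 min room-temperature fixation. Control set: ellipticine 6 µM.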
S100A4 inh HTS: blocks human S100A4 binding to myosin IIA peptide; P26447; S100A4/TAMRA-MyoIIA peptide fluorescence polarization; inhibition, % at 10.7 µM; hit rate 0.14% among 360,000;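 active = mean inhibition of at least 70% across replicates, with every replicate also reaching that level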
Target sequence (P26447 whole entry, looked up): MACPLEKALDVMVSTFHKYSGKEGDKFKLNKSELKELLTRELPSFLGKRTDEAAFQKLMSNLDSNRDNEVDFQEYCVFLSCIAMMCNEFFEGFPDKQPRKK
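incubation = readout 5 min after mixing, signal stable up to 60 min | system = S100A4 monomer protein | buffer or medium = HEPES pH 7.2 with CaCl2, KCl, NaCl, DTT, Triton | benchmarks = neutral control DMSO, positive control TFP | also added = fluorescent myosin IIA peptide, 5 nM | compound dosing = one concentration per compound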
SIRT5 inh: inhibitors of human sirtuin-5 desuccinylase. hit rate 1.1% among 330,000. Purified SirT5, succinyl-peptide AMC, trypsin-coupled fluorescence. inhibition, % at 15 µM; in the data active = inhibition above about 15%
Target sequence (Q9NXA8 whole entry, looked up): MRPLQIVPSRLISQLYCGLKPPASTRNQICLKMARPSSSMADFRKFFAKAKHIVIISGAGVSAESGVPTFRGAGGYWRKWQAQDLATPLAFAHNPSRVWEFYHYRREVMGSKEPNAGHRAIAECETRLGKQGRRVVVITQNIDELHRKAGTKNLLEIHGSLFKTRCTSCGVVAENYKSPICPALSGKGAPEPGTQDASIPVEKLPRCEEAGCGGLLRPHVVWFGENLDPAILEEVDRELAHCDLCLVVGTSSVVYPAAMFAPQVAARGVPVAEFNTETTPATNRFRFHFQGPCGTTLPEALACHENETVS
Cneo AK release: causes C. neoformans cell lysis | hit rate 0.2% among 360,000 | adenylate kinase release luminescence, 4 h; normalised: neutral wells 0, clomiphene wells 100 | lysis activity, % at 15 µM | AID 651654;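 active = mean lysis activity across replicates of at least 80%, whatever share of replicates individually reach that level; inactive = mean lysis activity below 80%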
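Material: C. neoformans cells; Schedule: 4 h static compound exposure, 37 °C, read 1 h post-reagent; Measured by: adenylate kinase release luminescence; Read-out: signal increase indicating cell lysis; Controls: Clomiphene as positive lysis control.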
LGR2 antag: inhibitors of bursicon-induced Drosophila LGR2 receptor cAMP signaling. HEK293 LGR2, CRE-luciferase, bursicon-stimulated, 4 h. inhibition, % at 9.99 µM. hit rate 0.35% among 380,000. AID 720647;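 active = drop in luminescence signal, shown as inhibition above about 50% in the replicate tests, limit read from the data, passing the limit was not always enough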;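 note: agonist challenge used bursicon conditioned medium at about half maximal strength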
Statin myotox sup: suppression of simvastatin myotoxicity; AID 602340; rescue of ATP level, % at 7.49 µM; hit rate 0.78% among 330,000; C2C12 myotubes + simvastatin, ATP luminescence, 48 h; scaled: DMSO 0, geranylgeraniol control 100;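 active = mean ATP rescue above about 67%, or every replicate alone reaching that limit, limit read from the data, passing the limit was not always enough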;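 note: myotubes were challenged with 10 µM simvastatin during compound exposure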
ERAP1 inh: ERAP1 (human) enzyme inhibition; Q9NZ08; recombinant ERAP1, Leu-AMC fluorescence, 60 min; inhibition, % at 10.7 µM; hit rate 0.15% among 340,000; AID 652197;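 active = mean replicate inhibition of at least 30%, or all replicates individually reaching that 30% level; inactive = mean below 30% and not every replicate reaching it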;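 note: 0% = neutral control wells and 100% = L-leucinethiol positive control wells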
* = called active by the depositor; x = no result given; & = joins results of further samples.

SMILES | PGC1a acetyl inh | Xi reactivation | S100A4 inh HTS | SIRT5 inh | Cneo AK release | LGR2 antag | Statin myotox sup | ERAP1 inh
O=C(CSCc1ccc(Cl)cc1)Nc1ccccc1C(=O)N1CCOCC1 | x | x | 9 | -4 | 0 | 2 | 16 | 3
Cc1cc(C)cc(CC2CC(=O)N(c3ccc4c(c3)OCCO4)C2=O)c1 (stereo unspecified) | 14 | x | 5 | x | -2 | 0 | 6 | 0
O=C(NCCN1CCCCC1)c1cccc2c1C(=O)c1ccc(N3CCCC3)cc1S2(=O)=O | 5 | 0.9 | -15 | x | -9 | 15 | 5 | 2
CCCCCCCCC#Cc1nc(C)ccc1OC | -4 | 0.1 | 15 | -5 | 2 | 6 | -18 | x
CCOc1ccc(NC(=O)COc2ccc(C(=O)NCc3cccc(OC)c3)cc2OC)cc1 | 1 | 0.2 | -1 | 0 | 0 | -8 | -4 | 5
CC[C@@H]1C(c2ccc(F)cc2)=NN(c2ccc(Br)cc2)[C@H]1C(=O)N1CCOC1=O | x | 0.0 | 0 | -10 | -1 | 0 | 18 | -1
CCOc1ccc(C)cc1S(=O)(=O)N1CCCCC1 | 0 | x | 0 | -3 | 1 | 5 | 2 | 1
O=C(CC(NC(=O)OCc1ccccc1)C(=O)O)OCc1ccccc1 (stereo unspecified) | x | 0.5 | -3 | 4 | -1 | 13 | x | -1
CC[C@]12C(=O)N(C)C[C@H]([C@@H]3C(=O)N(C)C(=O)[C@@H]31)N2C(=O)c1ccc(C)cc1 | 6 | -0.1 | -18 | -1 | -1 | 12 | 6 | -3
CC1(C(=O)NS(=O)(=O)Cc2ccccc2)CCN1C(=O)Cc1ccccc1 (stereo unspecified) | -13 | -0.1 | -2 | -4 | 6 | -8 | 6 | 1
C[C@@H]1CCCCO[C@@H](CN(C)S(=O)(=O)c2cccs2)[C@@H](C)CN([C@H](C)CO)C(=O)c2cc(NC(=O)c3ccncc3)ccc2O1 | 4 | 0.4 | -17 | 7 | 11 | 2 | x | 0
COCCNC(=O)c1cccc(OC2CCN(Cc3ccc(C(=O)OC)cc3)CC2)c1 | -3 | 0.0 | 0 | -3 | -2 | -6 | -6 | -2
C=CC[C@@H](CC(=O)NCCO)C(=O)N[C@@H](C)COC(=O)[C@@H](CC=C)Cc1ccc(F)cc1 | x | 0.1 | 0 | x | -2 | -1 | 6 | -1
Cc1ccc(N(Cc2ccc(C(=O)Nc3ccccc3C(=O)NCc3ccco3)cc2)S(C)(=O)=O)cc1C | -25 | x | 0 | -3 | 4 | 42 | -23 | -11
Cc1cc(C)cc(N(C(=O)c2csnn2)C(C(=O)NC2CCCCC2)c2ccccn2)c1 (stereo unspecified) | -9 | 0.0 | -8 | 0 | 0 | 4 | 9 | 10
COCC(=O)Nc1ccc2c(c1)[C@@H]1C[C@@H](CC(=O)OC)O[C@H](CO)[C@@H]1O2 | 0 | 0.0 | x | x | 1 | -15 | 5 | x
O=[N+]([O-])c1ccc(NC(=S)NCc2ccc(F)cc2)cc1 | -16 | 0.0 | 2 | 5 | 2 | 8 | -356 | 0
CC12CN(NC(=O)c3ccc(Cl)cc3)C3(C#N)CC1CCC23C (stereo unspecified) | 5 | 0.3 | -7 | -7 | 1 | 0 | -1 | 0
CC1(C(=O)Nc2cccc(NS(C)(=O)=O)c2)CCN1Cc1ccccc1OC(F)F (stereo unspecified) | x | 0.1 | -2 | x | 0 | 10 | 0 | 0
CCOC(=O)N1CCN(C(=O)CSc2nc3nc(C)cc(C)n3n2)CC1 | 6 | 0.0 | -3 | -4 | 2 | 1 | 6 | -1
O=C1CSC(c2ccccc2F)N1c1ccccc1 (stereo unspecified) | 4 | x | x | x | 0 | 25 | -3 | x
CC(C)=CC1C(C(=O)NCCc2ccccc2)C1(C)C (stereo unspecified) | x | 0.5 | -4 | 1 | x | 17 | x | 2
Cc1nn(C2CCS(=O)(=O)C2)c(Cl)c1/C=C/C(=O)OCC(=O)c1c[nH]c2ccccc12 (stereo unspecified) | x | 0.2 | -2 | 0 | x | 10 | x | -2
C[C@@H]1CCCCO[C@@H](CN(C)Cc2ccccc2)[C@H](C)CN([C@@H](C)CO)C(=O)c2cc(NS(=O)(=O)c3ccc(F)cc3)ccc2O1 | -1 | -0.1 | 8 | 1 | 0 | -11 | x | -1
COc1ccc2oc(=O)c(-c3nc(C)cs3)cc2c1 | -16 | x | -4 | x | 0 | -38 | -15 | x
Cc1ccc(S(=O)(=O)Nc2ccc3c(c2)C(=O)N([C@H](C)CO)C[C@@H](C)[C@H](CN(C)S(=O)(=O)c2ccc(Cl)cc2)O3)cc1 | -8 | -1.0 | 3 | 16* | x | -6 | x | -3
CCCSC1=C(C#N)C(c2ccc(O)c(OC)c2)CC(=O)N1 (stereo unspecified) | 1 | 0.1 | 4 | x | -1 | -32 | -15 | x
COc1ccccc1NS(=O)(=O)c1ccc(C(=O)NCc2ccncc2)cc1 | 7 | -0.1 | -4 | -4 | -3 | -26 | -10 | 2
O=S(=O)(N[C@H]1CC[C@@H](CCn2cc(-c3cccnc3)nn2)O[C@@H]1CO)c1ccc(F)cc1 | 4 | -0.2 | 6 | -2 | -3 | -8 | -8 | 2
CCCn1c(NCc2ccccc2NS(=O)(=O)c2ccc(C)cc2)nc2ccccc21 | x | 0.7 | 0 | -6 | x | -6 | x | 9
O=C(C[C@@H]1C=C[C@@H](NC(=O)CC2CC2)[C@H](CO)O1)NCc1ccccc1 | 7 | -0.2 | -30 | 0 | x | -8 | x | -3
COc1cccc(C(=O)Nc2ccc(C(=O)c3ccncc3)cc2)c1 | 18 | 0.0 | 10 | x | -5 | -6 | 4 | -3
COc1ccc(NC2=C(NC(C)=O)C(=O)c3ccccc3C2=O)cc1 | 4 | 0.3 | -6 | -6 | 0 | -4 | 7 | 0
CC(=O)NCCCC(=O)NNC1CC(=O)N(c2cccc(Cl)c2)C1=O (stereo unspecified) | 3 | 0.0 | 15 | 0 | 1 | 18 | x | -2
OCCc1ccc(O)c(-n2nc3ccccc3n2)c1 | x | 0.3 | 19 | 2 | -1 | -35 | 22 | 1
COc1cc(NC(=S)N2CCN(CCO)CC2)c(OC)cc1Cl | 2 | 0.2 | 5 | 2 | -3 | -4 | 2 | 1
CCC1CCC(C(=O)NNC(=O)OC)CC1 (stereo unspecified) | 5 | 0.5 | x | x | -1 | 16 | -12 | x
O=C(NCc1ccc2c(c1)OCO2)C1CCC(=O)N1C1CCCCC1 (stereo unspecified) | 5 | -0.2 | -3 | -4 | -1 | 3 | x | x
COc1cccc(C#Cc2cnc3c(c2)C(=O)N([C@H](C)CO)C[C@H](C)[C@@H](CN(C)C(=O)C2CCOCC2)O3)c1 | -13 | -0.2 | -8 | -1 | -5 | 7 | -4 | 3
CCCCn1c(N)c(N(CCOC)C(=O)c2ccc(OCc3c(C)noc3C)cc2)c(=O)[nH]c1=O | 3 | 0.0 | -2 | -1 | 2 | 7 | -3 | -2
COc1ccccc1C(=O)NCCC(=O)NCCOc1ccccc1 | -5 | 0.2 | 3 | 1 | -8 | -10 | x | -5
CCCCNC(=O)C[C@@H]1C[C@@]2(C(=O)OCC)CCC=C2N(Cc2ccccc2)C1=O | x | 0.2 | -8 | -2 | x | 6 | x | -6
C[C@@H]1CCCCO[C@@H](CN(C)S(=O)(=O)c2ccc(F)cc2)[C@H](C)CN([C@H](C)CO)C(=O)c2cc(NC(=O)Nc3cccc4ccccc34)ccc2O1 | 14 | 0.1 | -9 | -5 | -6 | 15 | 62 | -3
C/C(=N/NC(=O)c1cccnc1)C1=C(O)CC(C)(C)CC1=O | -16 | 0.0 | 0 | 0 | x | 14 | x | 0
CC1CC(C)CN(C(=O)COC(=O)c2c[nH]c3ccccc23)C1 (stereo unspecified) | x | 0.3 | 3 | 1 | 3 | -11 | 8 | 1
C/C(=N/NC(=O)c1ccncc1)C1=C(O)CC(C)(C)CC1=O | x | 0.0 | -1 | -2 | x | x | x | -1
CC(=O)N1CCN(CC(O)COc2ccc(Br)cc2)CC1 (stereo unspecified) | 0 | -0.1 | -1 | 13 | -1 | 6 | 1 | 1
COc1ccc(-n2nnnc2SCC(=O)Nc2ccccc2F)cc1 | -5 | 0.0 | 1 | -1 | -1 | -7 | -9 | -1
CNC[C@@H]1Oc2ccc(NC(=O)Nc3c(C)noc3C)cc2CC(=O)N([C@@H](C)CO)C[C@H]1C | -1 | -1.0 | x | x | x | -37 | -14 | x
CCOC(=O)c1c(-c2ccc(OC)cc2)csc1NC(=O)CNCc1ccco1 | -2 | x | -8 | -1 | 2 | 20 | -3 | 1
COc1cc2c(cc1OC)CN(C(=O)CSc1ccc(F)cc1)CC2 | 0 | 0.0 | 3 | -8 | 0 | -8 | 0 | 4
Cc1ccc(N(C)S(=O)(=O)c2cccc(C(=O)Oc3ccc4c(C)cc(=O)oc4c3)c2)cc1 | x | 0.2 | -8 | -31 | x | -5 | x | -1
O=S(=O)(c1ccc(N=C2NN=C(c3cc(F)ccc3F)CS2)cc1)N1CCOCC1 | -6 | 0.0 | -3 | 27* | x | -17 | x | 1
CSc1ccccc1NC(=O)Nc1cccc(Cl)c1C | x | 0.0 | 9 | 2 | x | 6 | x | -2
COc1ccc(-c2cc3c(=O)n(CC(=O)NCc4ccccc4OC)ncn3n2)cc1 | -6 | 0.0 | -1 | 7 | -1 | x | -2 | 5
C[C@@H]1CN([C@H](C)CO)C(=O)c2cc(/C=C/c3ccccc3)cnc2O[C@@H]1CN(C)C(=O)Cc1cccnc1 | 0 | -0.9 | 2 | -14 | -3 | 10 | 6 | 1
CN(CC(=O)Nc1ccccc1C(F)(F)F)C(=O)c1cc2c(s1)CCCCC2 | -16 | 0.0 | -5 | 0 | 0 | 1 | -28 | -2
CC(=O)N1[C@@H]2c3ccc(-c4cccnc4)c(=O)n3C[C@@H]2[C@@H](CO)[C@@H]1C(=O)N1CCc2ccccc2C1 | -2 | 0.0 | 1 | -27 | 0 | -13 | -7 | 1
NC(N)=N/N=C/c1c(Cl)cccc1Cl | -16&2 | 0.1&-0.1 | 0&0 | -1&-1 | -1&0 | -3 | -3&-8 | -6&0
CCOC(=O)C1CCN(C(=S)Nc2ccc(CC)cc2)CC1 | -18 | -0.1 | -1 | -3 | 7 | -38 | -4 | 2
COc1cc(CCN=Cc2cccc(OC)c2O)c([N+](=O)[O-])cc1OC | x | 0.0 | -9 | x | x | -2 | x | 0

Screening results deposited in PubChem by Broad Institute.

This is a subset. The share of hits here may be higher or lower than overall.
